# Lipid storage S3 = qHTS Assay for Lipid Storage Modulators in Drosophila S3 Cells | Drosophila S3 cells, BODIPY lipid droplet fluorescence, 18-24 h; cells fed with added oleic acid | Potency in µM for hits, for the others lipid storage change, negative = inhibition, % at the top dose, mostly 46.1 µM | 320,000 compounds, 0.64% hits; active = well fitted inhibition curve with a large enough effect in the signal ratio, with a control signal flat, not every such curve was filed as active; inconclusive = small, poorly fitted or top-dose-only effect, or effect the other way, or a change in a side signal; the % refers to the signal ratio
#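 Drosophila S3 cells got compounds at several concentrations plus oleic acid (400 uM solution). Laser-scanning cytometry with 488 nm excitation read lipid droplets at 500-530 nm and cells at 575-640 nm. Percent activity was relative to 20 uM Triacsin C.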
# Lipid storage S3 cell count max = further read-out of Lipid storage S3, marked with its call; cell number change, %; measured here: cell count max response;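 cells counted by Cell Tracker Red CMTPX staining in the red channel; peak over a dose series mostly up to 46.1 µM; percent activity relative to internal control wells on each plate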
# * marks the source's active call; other numbers are inactive results; i = inactive; ? = inconclusive; / = not tested or not shown. % is scaled to controls: 0 for no effect and ±100 for the full control effect; potency is read from the fitted curve at half-maximal effect. An excerpt, so the mix of outcomes need not match the whole.
# Each structure is followed by: Lipid storage S3	Lipid storage S3 cell count max
Cc1cc(C)cc(-n2nnn(C3C/C(=N/NC(N)=S)C4OCC3O4)c2=S)c1 (stereo not given)
    ?	/
Cc1cccc(C)c1NC(=O)C(C)N1CCCCC1 (stereo not given)
    1%	-6
CC(=O)Nc1ccc(N2C(=O)C3C4C=CC(CC4)C3C2=O)cc1 (stereo not given)
    ?	/
CCOC(=O)C1C(=O)CC(C)(O)C(C(=O)OCC)C1c1cccs1 (stereo not given)
    ?	/
O=C(Nc1nnc(Cc2ccccc2F)s1)c1ccccc1Cl
    i	15
O=C(c1cc(S(=O)(=O)N2CCOCC2)ccc1Cl)N1CCN(c2ccccn2)CC1
    ?	/
CN(C)C(/C=C/Nc1ccc(C#N)cc1)=C(C#N)C#N
    ?	/
c1ccc(-c2ccc(Oc3cc(N4CCOCC4)nc(-c4ccccc4)n3)cc2)cc1
    21%	28
O=C(/C=C/c1cc[n+](CC(=O)c2ccc3cccc4c3c2CC4)cc1)c1ccc2cccc3c2c1CC3
    -17%	-12
O=C(Cn1c(SCc2ccccc2)nc2ccccc21)N1CCOCC1
    ?	/
CCN1CCN(C(=O)c2ccc3c(=O)n(CCc4ccccc4)c(=O)[nH]c3c2)CC1
    ?	/
COc1ccc(NC(=O)CSc2nc3ccccc3c(=O)[nH]2)cc1S(N)(=O)=O
    8%	1
COC(=O)c1cc2ccsc2n1CC(=O)N(C)C1CCCCC1
    ?	/
O=C(OCC(=O)N1CCCC1)c1cc(F)c(F)cc1Cl
    ?	/
CN(C)S(=O)(=O)c1ccc(-c2csc(N/N=C/c3ccc(O)cc3)n2)cc1
    ?	/

# Each structure is followed by: Lipid storage S3	Lipid storage S3 cell count max
COc1cccc(-c2cc(C(=O)Nc3cccnc3)no2)c1
    i	16
Cc1ccc(S(=O)(=O)N2CCOC2CNC(=O)C(=O)NCc2cccnc2)cc1 (stereo not given)
    5%	2
COc1ccc(N2Cc3ccccc3C2=O)cc1
    ?	/
Cc1nnc(N2CCCC(C(=O)NCc3ccc(OC(C)C)cc3)C2)c2nn(-c3ccccc3)c(C)c12 (stereo not given)
    ?	/
COc1ccc(/C(C)=N/OCC(=O)N=Nc2c(O)[nH]c3ccccc23)cc1
    ?	/
COc1ccc(CNC(=O)Cc2ccc(OC)c(S(=O)(=O)N3CCOCC3)c2)cc1
    ?	/
CC(CNC(=O)C(C)C)NC(=O)C(C)C (stereo not given)
    ?	/
O=C(OCc1cccnc1)C1=Cc2ccccc2OC1
    ?	/
CCCC(=O)NNC(=O)CC(=O)Nc1ccccc1C(=O)O
    ?	/
C/C(=N/NC(=O)c1ccoc1C)c1ccc(NC(=O)C2CCCC2)cc1
    14%	-14
O=C(O)c1n[nH]c2c1CCCC2
    ?	/
Cc1cccc(C)c1OC1(c2ccccc2)OC(=O)c2ccccc21 (stereo not given)
    -6%	-8
O=C(O)CN=C(NS(=O)(=O)c1ccc(Cl)cc1)c1ccccc1
    ?	/
COc1cc(/C=C/C(=O)N2CCN(C(=O)/C=C/c3cc(OC)c(OC)c(OC)c3)CC2)cc(OC)c1OC
    i	13
COc1ccccc1OCC(=O)Nc1ncc(C)s1
    9%	-4

# Each structure is followed by: Lipid storage S3	Lipid storage S3 cell count max
Cc1ccc(NC(=O)c2ccccc2Cl)c(Cl)c1
    ?	/
CCCc1ccc2oc(C(=O)N3CCN(C4CCS(=O)(=O)C4)CC3)c(C)c2c1 (stereo not given)
    ?	/
Clc1ccc(Cn2ncc3c(NCc4ccco4)ncnc32)c(Cl)c1
    i	-12
CC(c1cccs1)N(Cc1ccco1)C(=O)Nc1ccc(Cl)c(Cl)c1 (stereo not given)
    ?	/
Cc1ccc(CSCC(=O)NCCCN2CCOCC2)cc1
    0%	-17
CC(=O)N/C(=C\c1ccc(F)cc1)C(=O)NC(C(=O)O)C(C)C (stereo not given)
    ?	/
COc1ccc(CN(C)Cc2c(O)ccc3cc(Br)ccc23)cc1OC
    ?	/
CC(=O)N1N=C(N)SC1c1cccc([N+](=O)[O-])c1 (stereo not given)
    -1%	3
Cc1ccc(C(=O)OCC(=O)Nc2ccc(F)c(Cl)c2)o1
    ?	/
Cc1cccc(C(=O)NC(=S)Nc2ccc(N3CCOCC3)cc2)c1
    i	-22
COc1ccc(NC(=O)c2cnc3sccn3c2=O)cc1
    ?	/
CC(C)[C@H](NC(=O)[C@@H]1Cc2ccccc2CN1C(=O)OC(C)(C)C)C(=O)NC1CCCC1
    ?	/
COCCOC(=O)c1c(NC(=O)CNc2ccc(C)c(F)c2)sc(C(N)=O)c1C
    9%	4
CCCN1CNC(=S)N(c2ccc(C)cc2C)C1
    -12%	-1
Cc1cc(NC(=O)CSC2=NCCS2)no1
    ?	/

# Each structure is followed by: Lipid storage S3	Lipid storage S3 cell count max
CCCN(CC(=O)Nc1ccc(F)c(F)c1F)C(=O)Cn1c(=O)cnc2ccccc21
    i	10
COCCCNC(=O)c1ccc(NC(C)=O)cc1
    ?	/
COc1ccc(C)c2sc(NC(=O)c3cccc(N4C(=O)CCC4=O)c3)nc12
    ?	/
COc1cc(OC)cc(C(=O)NCC(=O)OCC(=O)c2cc(C)n(Cc3ccco3)c2C)c1
    11%	18
CCOCCCNC(=O)c1ccc2c(=O)n(CCCOCC)c(=S)[nH]c2c1
    -1%	11
O=C(Nc1cccnc1)c1scc2c1OCCO2
    ?	/
O=C(CSCc1c(Cl)cccc1Cl)Nc1ccc2c(c1)OCCO2
    ?	/
COc1ccc(NC(=O)N2C3CCCC2CC(NC(=O)C2CC2)C3)cc1 (stereo not given)
    ?	/
c1cc2c(cc1-n1cnnn1)OCO2
    ?	/
COc1ccc(C)cc1NC(=O)C(OC(=O)CNC(=O)c1cccc(F)c1)c1ccccc1 (stereo not given)
    -1%	-8
O=C(Cn1cnc2ccccc2c1=O)Nc1nnc(SCc2ccccc2)s1
    -9%	4
COC(=O)c1ccccc1NC(=O)CNCCc1ccc(OC)c(OC)c1
    ?	/
OCCNNC(=S)NC1CC2C=CC1C2 (stereo not given)
    ?	/
CCC(C)Sc1nc2c(cnn2-c2ccc(C)c(C)c2)c(=O)[nH]1 (stereo not given)
    24%	/
O=C(c1ccco1)N1CCN(C(=S)Nc2ccc(F)c(Cl)c2)CC1
    ?	/

# Entries from the list above that contain a thiophene ring, fused or not:
# Each structure is followed by: Lipid storage S3	Lipid storage S3 cell count max
CCOC(=O)C1C(=O)CC(C)(O)C(C(=O)OCC)C1c1cccs1 (stereo not given)
    ?	/
COC(=O)c1cc2ccsc2n1CC(=O)N(C)C1CCCCC1
    ?	/
CC(c1cccs1)N(Cc1ccco1)C(=O)Nc1ccc(Cl)c(Cl)c1 (stereo not given)
    ?	/
COCCOC(=O)c1c(NC(=O)CNc2ccc(C)c(F)c2)sc(C(N)=O)c1C
    9%	4
O=C(Nc1cccnc1)c1scc2c1OCCO2
    ?	/

# The listing continues:
# Each structure is followed by: Lipid storage S3	Lipid storage S3 cell count max
O=C(Oc1ccc(Br)cc1C(=S)N1CCOCC1)c1ccc([N+](=O)[O-])cc1[N+](=O)[O-]
    ?	/
O=C(O)c1ccccc1-n1cccc1C(=O)O
    ?	/
COCCCNC(=O)c1c[nH]c2ccc(S(=O)(=O)N3CCC(C)CC3)cc2c1=O
    6%	5
O=C(CN1C(=O)C2CCCCC2C1=O)OCC(=O)c1ccc(Cl)s1 (stereo not given)
    ?	/
Cc1cc(C)nc(Nc2n[nH]c(-c3ccccc3Br)n2)n1
    ?	/
CCOC(=O)N1CCC(NC(=O)CSCc2cnn(-c3ccccc3)c2-n2cccc2)CC1
    ?	/
c1ccc(CNC2=NCCCCC2)cc1
    -13%	-2
O=C(Cn1c(CN2CCCCC2)nc2ccccc2c1=O)NC1CCCCC1
    3%	16
COc1cccc2[nH]c3c(=O)n(CCN(C)C)cnc3c12
    ?	/
O=C(COC(=O)COc1ccc2ccccc2c1)Nc1cc(C(F)(F)F)ccc1N1CCOCC1
    ?	/
O=C(c1cccc(S(=O)(=O)N2CCc3ccccc32)c1)N1CCN(c2ccccn2)CC1
    ?	/
O=C(Cn1ccc([N+](=O)[O-])n1)Nc1ccccn1
    4%	8
CCOC(=O)C1=C(CN2CCN(C(=O)c3ccco3)CC2)NC(=O)NC1c1ccc(OC)cc1 (stereo not given)
    ?	/
CC(Sc1nc2ccccc2c(=O)n1C)C(=O)NC1CCCCC1C (stereo not given)
    ?	/
COc1ccc(C(=O)COC(=O)CN2C(=O)C3C4CCC(C4)C3C2=O)cc1 (stereo not given)
    ?	/

# Arranged by formula weight (low to high): part of the list above
# Each structure is followed by: Lipid storage S3	Lipid storage S3 cell count max
COc1cccc2[nH]c3c(=O)n(CCN(C)C)cnc3c12
    ?	/
O=C(Cn1c(CN2CCCCC2)nc2ccccc2c1=O)NC1CCCCC1
    3%	16
COCCCNC(=O)c1c[nH]c2ccc(S(=O)(=O)N3CCC(C)CC3)cc2c1=O
    6%	5
CCOC(=O)C1=C(CN2CCN(C(=O)c3ccco3)CC2)NC(=O)NC1c1ccc(OC)cc1 (stereo not given)
    ?	/

# The results go on.
# Each structure is followed by: Lipid storage S3	Lipid storage S3 cell count max
CC(C)COC(=O)N1CCCC1C(=O)Nc1nccs1 (stereo not given)
    -8%	20
S=c1[nH]nc(-c2cc(-c3ccsc3)n[nH]2)n1-c1cccc2ccccc12
    ?	/
CSc1cccc(NC(=S)N(CCC(C)C)C2CCN(C(C)=O)CC2)c1
    8%	2
O=C(Cn1c(=O)oc2ccccc21)Nc1n[nH]c(=S)s1
    ?	/
OCCn1c(-c2ccc3c(c2)OCO3)csc1=Nc1ccccc1
    ?	/
COc1ccc(C2=Nn3c(nnc3C3CCCCC3)SC2)cc1OC
    ?	/
O=C(c1n[nH]c(=O)c2ccccc12)N1CCN(c2ccc(F)cc2)CC1
    15%	1
N=c1ncn(CC(O)CO)c2nc(N3CCOCC3)[nH]c12 (stereo not given)
    0%	14
CCOC(=O)C1=C(N)Oc2cc(O)ccc2C1c1ccc(Br)cc1 (stereo not given)
    ?	/
Cc1c(NC(=O)/C(C#N)=C/c2ccc(-c3cccc(Cl)c3)o2)c(=O)n(-c2ccccc2)n1C
    -1%	8
CC(NC(=O)c1ccccc1NS(=O)(=O)c1ccc(CCC(=O)O)cc1)c1ccccc1 (stereo not given)
    13%	-4
COC(=O)Nc1ccc(S(=O)(=O)N2CCCC(C(=O)N3CC(C)OC(C)C3)C2)cc1 (stereo not given)
    10%	12
O=C(Nc1ccc(-c2csc(Nc3cccc(C(F)(F)F)c3)n2)cc1)c1ccccc1
    ?	/
O=C(Cc1ccccc1F)Nc1ccccc1N1CCCC1
    ?	/
Cn1ccnc1SCC(=O)Nc1cc(S(=O)(=O)N2CCOCC2)ccc1Cl
    ?	/

# Copied from above, two compounds:
# Each structure is followed by: Lipid storage S3	Lipid storage S3 cell count max
O=C(Cc1ccccc1F)Nc1ccccc1N1CCCC1
    ?	/
Cn1ccnc1SCC(=O)Nc1cc(S(=O)(=O)N2CCOCC2)ccc1Cl
    ?	/

# The results go on:
# Each structure is followed by: Lipid storage S3	Lipid storage S3 cell count max
CCC1Nc2ncnc(N3CCN(c4ccccc4)CC3)c2N(Cc2ccc(C)cc2)C1=O (stereo not given)
    ?	/
O=C1C(=O)N(CCN2CCOCC2)C(c2ccccn2)/C1=C(/O)c1ccc(F)cc1 (stereo not given)
    ?	/
CCn1c(SCc2nc3ccccc3[nH]2)nnc1-c1ccccc1OC
    ?	/
CC(NC(=O)c1ccc(S(C)(=O)=O)cc1)c1cccc2ccccc12 (stereo not given)
    i	2
CCOC(=O)c1c(NC(=O)N/N=C/c2ccc(O)c(OC)c2)sc(C(C)=O)c1C
    23%	24
COCCN(C(=O)CSc1ncccn1)c1c(N)n(Cc2ccccc2)c(=O)[nH]c1=O
    ?	/
COc1ccccc1-c1nnc(SCC(=O)N2CCOCC2)n1-c1ccccc1
    -27%	-9
Cc1ccnc(N2CCC(C(=O)Nc3ccc4c(c3)OCO4)CC2)n1
    i	16
Cc1nc2ccccn2c1C(=O)CSc1ccc(Cl)cc1Cl
    ?	/
Cc1c(NC(=O)/C=C/c2cccs2)c(=O)n(-c2ccccc2)n1C
    7%	12
COc1ccc(S(=O)(=O)Nc2ccc3ccccc3c2)cc1C
    ?	/
CC(=O)N1N=C(c2ccccc2)OC1(C)CC(=O)Nc1ccccc1 (stereo not given)
    3%	19
CNc1c(NS(=O)(=O)c2ccc(Cl)cc2)c(=O)oc2ccccc12
    ?	/
O=C(Cc1ccc(Cl)cc1)NC(=S)Nc1ccccc1N1CCOCC1
    2%	-13
COc1ccccc1N1CCN(C(=O)Cn2c(=O)[nH]c3ccsc3c2=O)CC1
    ?	/

# Each structure is followed by: Lipid storage S3	Lipid storage S3 cell count max
O=C(N/N=C/c1ccc(Cl)cc1)c1n[nH]c2c1CCCC2
    19%	/
Cc1noc(C)c1S(=O)(=O)N1CCCC(C(=O)N2CCC(C)CC2)C1 (stereo not given)
    6%	7
CN(Cc1ccccc1)C(=O)CCn1c(=O)oc2ccccc21
    ?	/
O=C(CN1C(=O)C(=O)c2ccccc21)OCN1C(=O)c2ccccc2C1=O
    4%	6
Cc1sc(NC(=O)C2CC=CCC2C(=O)O)c(C(=O)OC(C)C)c1C (stereo not given)
    ?	/
O=C(O)CCC(=O)Nc1ccc(Br)c(Cl)c1
    -5%	-9
CSc1ccccc1C(=O)Nc1ccccc1C
    ?	/
Cc1cc(N2CCCC2=O)cc(C)c1S(N)(=O)=O
    5%	-18
O=C(NCc1cccs1)C1CCCN1C(=O)Nc1cccc(Cl)c1 (stereo not given)
    ?	/
COc1ccccc1C1Nc2ccccc2NC2=C1C(=O)CC(C)(C)C2 (stereo not given)
    ?	/

# Assay outcomes: PubChem, National Center for Advancing Translational Sciences (NCATS)
